From PubChem
RMI FANCM FP – disruptors of RMI1/RMI2 association with MM2 peptide – biochemical, fluorescence polarization, human, primary screen; 0.58% of 70,000 active; RMI core complex with F-MM2 peptide; active compounds read low; FP signal (polarization) at 33 µM; RMI core complex (RMI1/RMI2) binding to FANCM MM2 peptide, human; in the data active = FP signal below about 40; note: inactives centre near 61; strong numbers were not always called active; unit not given here
Starred values were filed as active, the others as inactive; & = joins results of further samples. A portion of the library; count on the stated rates, not on these rows.

SMILES	RMI FANCM FP
OC(CN1CCCCC1)Cn1c2ccc(Br)cc2c2cc(Br)ccc21 (configuration not stated)	76
O=C(COc1ccccc1)NCCCn1nc(-c2ccccc2)ccc1=O	68
COc1cc2c(c([N+](=O)[O-])c1)NC(c1ccccc1)CC2c1ccccc1 (configuration not stated)	51
Cc1c(C(=O)CN2C(=O)c3ccccc3OC(C(C)C)C2=O)cnn1-c1ccccc1 (configuration not stated)	74
CCOC(=O)/C(C#N)=N\Nc1cc(-c2ccccc2)[nH]n1	60
Cc1cc(NC(=O)COc2ccc3ccccc3c2)n(-c2nc3c(cnn3-c3ccccc3)c(=O)[nH]2)n1	64
C=CCn1c(SCC(=O)Nc2nsc(-c3ccc(Cl)cc3)n2)nc2scc(-c3ccc(Cl)cc3)c2c1=O	76
CC1CS(=O)(=O)CCN1N=Cc1ccc([N+](=O)[O-])o1 (configuration not stated)	49
O=c1[nH]c2ccc([N+](=O)[O-])cc2s1	61
Cc1ccccc1N1C(=O)N(c2cccc(Br)c2)C2CS(=O)(=O)CC21 (configuration not stated)	60

Continued, starting with the last two of the part before.
SMILES	RMI FANCM FP
O=c1[nH]c2ccc([N+](=O)[O-])cc2s1	61
Cc1ccccc1N1C(=O)N(c2cccc(Br)c2)C2CS(=O)(=O)CC21 (configuration not stated)	60
CCn1nc(C)cc1C(=O)N(Cc1ccccn1)c1nc2c(OC)ccc(OC)c2s1	66
Cc1nc(CC(=O)O)c(C)s1	66
O=C(Nc1ccccc1)OCc1nccn1Cc1ccc(Cl)cc1	64
Cn1c(COc2ccc3c(c2)OCO3)n[nH]c1=S	54
COc1cc2ccc(=O)oc2c(OC)c1OC	61
O=C(c1nc2ccccc2s1)N(CCN1CCOCC1)c1nc2c(F)cc(F)cc2s1	53
CN1CCc2cc(C(CNC(=O)c3cccc(C(F)(F)F)c3)N3CCCC3)ccc21 (configuration not stated)	71
CCOC(=O)c1c(SCC(=O)Nc2nnc(C)s2)nc(=O)[nH]c1C	53
O=C(NCCc1cccs1)c1cc2ccccc2c(=O)s1	60
CC(=O)Oc1cc2c(c(C)c1OC(C)=O)CC1OC13[C@@]2(C)CC[C@@]1(C)C2C[C@](C)(C(=O)O)CC[C@]2(C)CC[C@]31C (some centres not stated)	54
Cn1cnnc1SCc1cc(=O)c(OCC(=O)c2ccc(Cl)cc2)co1	53
Cc1cc(C)c(NC(=O)C(=O)NCC2CCN(Cc3cccs3)CC2)c(C)c1	70
O=c1[nH]c(SCc2n[nH]c(=S)n2-c2ccccc2)nc2sc3c(c12)CCCC3	51
Nc1ccc(C(=O)c2ccccc2C(=O)O)cc1[N+](=O)[O-]	61
Cc1cccc(C(=O)NCN2CCN(c3ccccc3C#N)CC2)c1	56
CCOC(=O)/C(C#N)=N\OC(=O)c1c(-c2c(Cl)cccc2Cl)noc1C	53
CSc1cccc(C(=O)Nc2nc(-c3cccs3)cs2)c1	57
COc1ccc(OC)c2sc(NC(=O)CSc3ccc(F)cc3)nc12	53
O=C(O)c1cc(=O)c2ccc(Cl)cc2[nH]1	54&55
Cc1ccc(S(=O)(=O)N2CCC(Cc3ccc(Br)cc3)(C(=O)O)CC2)cc1	68
Cn1/c(=N/NC(=O)c2ccncc2)sc2ccccc21	67
COc1ccc(C(CNC(=O)C(=O)NC(C)c2ccccc2)N2CCN(C)CC2)cc1 (configuration not stated)	53
Cc1ccc(-n2ncc3c(=O)n(CC(=O)NCC4CCCO4)cnc32)c(C)c1 (configuration not stated)	54
CCOc1ccc(-n2nnnc2CNC(=O)c2c(F)cccc2F)cc1	56
CCOc1ccc(NC(=O)c2ccc(=O)n(Cc3cccc([N+](=O)[O-])c3)c2)cc1	52
CCSc1nnc(NC(=O)CC2CSc3nc(C(C)C)cc(=O)n32)s1 (configuration not stated)	67
NC(=NNC(=O)c1ccco1)c1ccccn1	56
Cc1[nH]c(=O)c(C#N)c(C(F)(F)F)c1[N+](=O)[O-]	55
O=C1CC(c2ccccc2)C(=O)N1Cc1cccs1 (configuration not stated)	61
O=C(c1ccccc1)c1ccc(-c2ccccc2)cc1	60
COc1ccc(Nc2c(C#N)cnc3c(OC)cccc23)cc1	45
COc1ccc(Cn2ccnc2SCC(=O)Nc2ccc(C(C)=O)cc2)cc1	59
COc1ccc(-n2nc3c(c2NC(=O)C(=O)NCCCn2ccnc2)CSC3)cc1	55
CCOc1cc(C(=O)Nc2ccc3c(c2)C(=O)NC3=O)cc(OCC)c1OCC	55
Cc1nnc(NC(=O)Cn2c(-c3ccccn3)nc3ccccc32)s1	61
Cc1nc(SCCC(=O)NCc2ccc3c(c2)OCO3)c2c3c(sc2n1)CCC3	74
CS(=O)(=O)CS(=O)(=O)NNc1ncc(C(F)(F)F)cc1Cl	61
Cc1nnsc1C(=O)n1nc(C(C)(C)C)cc1C(C)(C)C	52
C=CCc1c(C)nc2c(-c3ccccc3)cnn2c1Nc1ccncc1	76
CN[C@H](CC(C)C)C(=O)N[C@H]1C(=O)N[C@@H](CC(N)=O)C(=O)N[C@H]2C(=O)N[C@H]3C(=O)N[C@H](C(=O)N[C@H](C(=O)O)c4cc(O)cc(O)c4-c4cc3ccc4O)[C@H](O)c3ccc(c(Cl)c3)Oc3cc2cc(c3O[C@@H]2O[C@H](CO)[C@@H](O)[C@H](O)[C@H]2O[C@H]2C[C@](C)(N)[C@H](O)[C@H](C)O2)Oc2ccc(cc2Cl)[C@H]1O	53
O=C(O)C1(CCc2ccc(Br)cc2)CCN(S(=O)(=O)c2ccccc2)CC1	69
C=CCN1C(=O)C(C)(C)COc2ccc(NS(C)(=O)=O)cc21	67
CC(=O)Nc1nnc(-c2cc(C)nn2C)o1	67
Cc1cc(NC(=O)CSc2nc(N)c(NC(=O)c3ccccc3F)c(=O)[nH]2)no1	74
COC(=O)c1ccc(C2c3c(oc4ccc(Cl)cc4c3=O)C(=O)N2c2ccccn2)cc1 (configuration not stated)	31
Cc1cc(NC(=O)c2ccc3ncsc3c2)no1	62
CN(CC(=O)NCc1ccc2c(c1)OCO2)S(=O)(=O)c1cccc2cnccc12	56
COc1ccc(Cl)c2sc(NC(=O)c3cccc(F)c3)nc12	56
O=C(c1ccncc1)N(c1ccc2oc3c(c2c1)CCCC3)S(=O)(=O)c1cccc([N+](=O)[O-])c1	54
Cc1cc(C)c(N=c2scc(C)n2Cc2ccccc2)c(C)c1	61

(further entries)
SMILES	RMI FANCM FP
CCn1c(=NC(=O)CSCC(=O)N2CCc3ccccc32)sc2ccccc21	58
Cc1c(Cl)cccc1NCC(O)Cn1c2ccccc2c2ccccc21 (configuration not stated)	57
O=S(=O)(c1ccc(N2CCN(c3ccccc3F)CC2)nn1)C1CCCCC1	64
O=C1OCCN(c2ccccc2)C1=O	70
O=C(O)C1CCN(C(=O)CCc2ccccc2)CC1	53
COc1ccc(NC(=S)N2CCN(c3ccc(F)cc3)CC2)cc1	58
CS(=O)(=O)c1ccc(Nc2nc(CC(=O)N3CCC(C(N)=O)CC3)cs2)cc1	64
Cc1cc(NC(=O)c2ccco2)n(C(C)C)n1	69
COc1ccc(C(=O)NCCn2ncc3c(=O)n(Cc4cccc(C)c4)cnc32)cc1	68
O=C(OCC(F)(F)C(F)F)c1ccc(O)cc1	64
O=C(NCCn1ncc2c(N3CCCC3)ncnc21)c1ccc2c(c1)OCO2	66
Cc1cc(N2CCCCC2)nc(Nc2ccc(NC(=O)CCC3CCCCC3)cc2)n1	70
CN1c2ccsc2C(=O)/C(=C\Nc2ccc(F)cc2)S1(=O)=O	64
CCCN1C(=O)C(C)(C)COc2ccc(NC(=O)c3cc4ccccc4oc3=O)cc21	61
COc1ccc(C)cc1Nc1nc(C(N)=O)cs1	61
Cc1c(C(=O)Nc2ccccc2SCc2cccc(Cl)c2F)cnn1-c1ccccc1	57
CCOC(=O)c1ncoc1-c1cccc(C(F)(F)F)c1	63
Cc1nc(CSc2nnnn2-c2ccccc2)cs1	75
CSc1ccccc1NC(=O)C(=O)NCC1CCN(C2CCCC2)CC1	82
CCC(=O)c1ccc(Oc2nc(-c3ccccc3)nc3sc(-c4ccccc4)cc23)cc1	72
CCn1cccc(-c2nnc(SCC(=O)Nc3cc(C)on3)n2C)c1=O	65
CCN1C(=O)CCc2cc(NC(=O)c3ccc(Cl)cc3Cl)ccc21	67
Cc1nn(C(C)(C)C)c(OC(=O)c2ccco2)c1Sc1c(F)c(F)c(F)c(F)c1F	60
C=Cc1c(S(C)(=O)=O)sc(C(=O)OCC)c1C	52
O=C(c1ccc([N+](=O)[O-])o1)N1CCN(Cc2nc(-c3ccc(F)cc3)cs2)CC1	61
Cc1cc(C)c(NC(=O)Cn2cnc3c(sc4cccc(F)c43)c2=O)c(C)c1	75
COC(=O)c1c(NC(=O)c2ccc3ncsc3c2)sc2c1CC(C)(C)NC2(C)C	78
CC1(C)CC(=O)c2sc(NC(=O)Nc3ccccc3)nc2C1	58
CC(Oc1cccc(F)c1)C(=O)NCCOc1cccc(C(F)(F)F)c1 (configuration not stated)	63
Cc1c(NC(=S)NC(=O)c2ccccc2Cl)c(=O)n(-c2ccccc2)n1C	60
Cc1cc(C)cc(OCCNC(=O)c2ccc(S(=O)(=O)N3CCCC3)cc2)c1	63
O=c1[nH]cc(N2CCN(Cc3ccccc3)CC2)c(=O)[nH]1	47
Cc1ccnc(NC(=O)c2c[nH]c3ccccc3c2=O)c1	61
O=C(c1ccc2c(c1)CCCC2)N1CCN(c2ccccc2)CC1	59
CN(C)/C=C1\SC(=O)N(c2ccccc2)C1=O	55
CCOc1cc2nc3c4cc(Br)ccc4n(CC(C)C)c3nc2cc1OCC	58
O=C(NCC(c1ccco1)N1CCOCC1)c1cccs1 (configuration not stated)	54
O=C(Cn1cnc(-c2ccccc2)cc1=O)N1CCN(C(=O)c2ccco2)CC1	68
COc1cccc(NC(=S)NNC(C)(C)C)c1	58
O=C(Nc1ccc(Cl)cc1)Nc1cc(Cl)sc1Cl	54
c1ccc(CSc2ncccn2)cc1	60
Cc1cc(C)c2nc(C)cc(NC(=O)C(C)C)c2c1	59
COc1cc2c(cc1OC)CN(C(=O)CSc1nnc3cc(C)c4ccccc4n13)CC2	74
Cn1cc(SCc2ccc([N+](=O)[O-])cc2)c2ccccc21	66
COc1ccccc1NC(=O)CSc1ccc(-c2sc(-c3cccnc3)nc2C)nn1	63
Cc1cc(C)n(CCC(=O)O)n1	59
NS(=O)(=O)c1ccc(NC(=O)NC2CC(=O)N(c3ccc(F)cc3)C2)cc1 (configuration not stated)	58
O=C(N/N=C\c1cn(-c2ccccc2)nc1-c1cccs1)c1cccs1	58
C=CCN1C(=O)C(C)(C)COc2cc(NS(=O)(=O)c3ccc(C)c(C)c3)ccc21	64
CC(C)CNC(=O)C(=O)NCCCN1CCOC(c2ccccc2)C1 (configuration not stated)	74

(list continues)
SMILES	RMI FANCM FP
Cc1ccc2ncc(C(=O)Nc3ccc4c(c3)OCCO4)c(=O)n2c1	55
CCCC(=O)N(Cc1ccccc1)c1nc2ccccc2s1	58
O=C(CSc1ccc(Cl)cc1)Nc1cccc(Cl)c1Cl	55
CN1CCN(C(CNS(=O)(=O)c2cccs2)c2ccc3c(c2)OCO3)CC1 (configuration not stated)	55
COc1ccccc1CNC(=O)Cc1cc(=O)[nH]c(SCc2cccc(Cl)c2)n1	67
O=C(Cn1cc(-c2nnc(-c3ccccc3)o2)c2ccccc21)Nc1ccccc1	146
O=C(Cc1csc(NC(=O)Nc2cccc(Cl)c2)n1)NCc1cccs1	62
N/C(=N/OC(=O)c1cccc(C(F)(F)F)c1)C1CSCCS1 (configuration not stated)	54
O=S(=O)(Cc1ccco1)Cc1nc(-c2ccccc2)cs1	56
O=C(Nc1ccc([N+](=O)[O-])cc1)c1c[nH]c(=O)n(-c2ccc(F)cc2)c1=O	58
CCOC(=O)c1cnc(=S)[nH]c1C(F)(F)F	54
O=C1CS(=O)(=O)CC(=O)N1c1ccc(F)cc1F	53
COc1ccc(-c2nc(NC(=O)CS(=O)(=O)c3ccccc3)sc2C)cc1	51
Fc1cccc(Cl)c1CN1CCOCC1	49
N/C(CN1CCSCC1)=N/O	52
O=C(/C=C\c1cn(-c2ccccc2)nc1-c1ccc2c(c1)OCCO2)N1CCOCC1	59
CC(=O)Nc1ccc(C(=O)NCCNC(=O)C(C)(C)C)cc1	66
O=C(CS(=O)(=O)c1ccc(C(F)(F)F)cn1)NNC(=O)c1ccccc1	59
O=C(NCCn1ncc2c(=O)n(Cc3ccccc3F)cnc21)C1CC1	66
CC(C)(C)C(=O)CSc1nc(N)c(C(=O)C(C)(C)C)s1	44
Cc1onc(-c2ccccc2)c1C(=O)Nc1ccccc1Oc1ccccc1	55
N#CC(C#N)=Cc1ccc(OCc2ccsc2C#N)cc1	62
O=C(CSc1n[nH]c(=O)n1C1Cc2ccccc2C1)Nc1ccccc1	55

In the list so far, 18 have a thiophene ring, fused or not:
SMILES	RMI FANCM FP
C=CCn1c(SCC(=O)Nc2nsc(-c3ccc(Cl)cc3)n2)nc2scc(-c3ccc(Cl)cc3)c2c1=O	76
O=C(NCCc1cccs1)c1cc2ccccc2c(=O)s1	60
Cc1cc(C)c(NC(=O)C(=O)NCC2CCN(Cc3cccs3)CC2)c(C)c1	70
O=c1[nH]c(SCc2n[nH]c(=S)n2-c2ccccc2)nc2sc3c(c12)CCCC3	51
CSc1cccc(C(=O)Nc2nc(-c3cccs3)cs2)c1	57
O=C1CC(c2ccccc2)C(=O)N1Cc1cccs1 (configuration not stated)	61
Cc1nc(SCCC(=O)NCc2ccc3c(c2)OCO3)c2c3c(sc2n1)CCC3	74
CN1c2ccsc2C(=O)/C(=C\Nc2ccc(F)cc2)S1(=O)=O	64
CCC(=O)c1ccc(Oc2nc(-c3ccccc3)nc3sc(-c4ccccc4)cc23)cc1	72
C=Cc1c(S(C)(=O)=O)sc(C(=O)OCC)c1C	52
Cc1cc(C)c(NC(=O)Cn2cnc3c(sc4cccc(F)c43)c2=O)c(C)c1	75
COC(=O)c1c(NC(=O)c2ccc3ncsc3c2)sc2c1CC(C)(C)NC2(C)C	78
O=C(NCC(c1ccco1)N1CCOCC1)c1cccs1 (configuration not stated)	54
O=C(Nc1ccc(Cl)cc1)Nc1cc(Cl)sc1Cl	54
O=C(N/N=C\c1cn(-c2ccccc2)nc1-c1cccs1)c1cccs1	58
CN1CCN(C(CNS(=O)(=O)c2cccs2)c2ccc3c(c2)OCO3)CC1 (configuration not stated)	55
O=C(Cc1csc(NC(=O)Nc2cccc(Cl)c2)n1)NCc1cccs1	62
N#CC(C#N)=Cc1ccc(OCc2ccsc2C#N)cc1	62
